Source: PubChem (Broad Institute)
Rtt109 HAT inh: C. albicans Rtt109 histone acetyltransferase inhibition | purified Rtt109/Vps75, ThioGlo CoA-SH fluorescence, 4 h | AID 540336 | Q5AAJ8 | hit rate 0.16% among 330,000 | inhibition, % at 34.9 µM;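 active = inhibition of at least 50% in every replicate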
Target sequence (Q5AAJ8 whole entry, looked up): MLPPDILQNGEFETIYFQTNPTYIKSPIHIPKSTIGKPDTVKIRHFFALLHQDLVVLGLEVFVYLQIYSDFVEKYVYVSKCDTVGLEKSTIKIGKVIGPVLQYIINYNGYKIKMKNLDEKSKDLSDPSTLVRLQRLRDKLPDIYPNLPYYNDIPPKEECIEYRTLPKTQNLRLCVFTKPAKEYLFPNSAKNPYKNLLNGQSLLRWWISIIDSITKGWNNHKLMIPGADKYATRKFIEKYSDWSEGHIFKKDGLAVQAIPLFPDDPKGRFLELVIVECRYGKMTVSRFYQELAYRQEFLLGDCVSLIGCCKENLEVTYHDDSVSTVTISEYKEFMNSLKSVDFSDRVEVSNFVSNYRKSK
SR-BI DiI-HDL act: activators of SR-BI mediated HDL lipid uptake; CHO ldlA[mSR-BI] cells, DiI-HDL uptake fluorescence, 3 h; 100 = double the neutral-control signal; activation, % at 12.5 µM; hit rate 0.096% among 320,000;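 active = mean replicate activation of at least 60% and every replicate at or above 60%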;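 note: 0% = median plate neutral-control signal and 100% = twice that signal; values of inactives mirror those of a sister screen read the other way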
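Material: SR-BI-overexpressing, LDLR-lacking CHO cells; schedule: compound exposure 3 h, 37 °C; reagent: DiI-labelled HDL at 10 µg/mL final; technique: bottom-read fluorescence, 550/595 nm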
PfHsp90 set2: inhibits growth of yeast expressing Plasmodium falciparum Hsp90; inhibition, % at 9.4 µM; hit rate 0.32% among 310,000; S. cerevisiae expressing PfHsp90, BacTiter-Glo ATP, 48 h; yeast lacking PDR1 and PDR3 efflux regulators; AID 504621;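 active = every replicate shows inhibition above about 80%, whatever the replicate mean, limit read from the data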;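 note: 0% = DMSO neutral controls and 100% = 20 µM radicicol positive controls; yeast relying on Plasmodium falciparum Hsp90 in place of its own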
MITF act: activators of MITF-driven TRPM1 promoter activity in SK-MEL-5 cells; activation, % at 12.5 µM; SK-MEL-5 TRPM1-promoter luciferase, 24 h; % of positive control, neutral wells = 0; AID 588334; hit rate 0.75% among 300,000;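 active = mean activation of at least 80% with every replicate also reaching 80%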;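 note: 0% = neutral control wells and 100% = parthenolide positive control wells; values of inactives mirror those of a sister screen read the other way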
PvdQ inh: blocks Pseudomonas aeruginosa PvdQ acylase activity | inhibition, % at 10 µM | purified PvdQ acylase, fluorescence plate reader | hit rate 0.063% among 340,000; in the data active = inhibition above about 30%, passing the limit was not always enough;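 note: 0% = vehicle neutral wells and 100% = reference inhibitor wells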
CAL PDZ FP-1: inhibitors of human CAL PDZ peptide binding. purified CAL PDZ, TMR-peptide fluorescence polarization, 1 h. inhibition, % at 20 µM. hit rate 0.02% among 330,000. AID 504414;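 active = highest replicate inhibition of at least 40%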;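 note: plate controls were DMSO neutral control wells for no effect and unlabeled competitor peptide control wells for full effect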
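Assay system – tagged CAL PDZ protein CerCALP, purified · Timing – 1 h at RT · Compound – single point, 20 µM · Measured by – fluorescence polarization from S- and P-plane intensities, G-factor corrected · Evaluation – inhibition from polarization loss · Probe or stimulus – TMR reporter peptide T*-PRC34 · Buffer or medium – pH 7.4 phosphate-saline buffer, reducing agent, detergent, IgG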
NSD2 inh: inhibitors of human histone methyltransferase NSD2; inhibition, % at 12.5 µM; hit rate 0.54% among 310,000; AID 743445; NSD2 peptide methylation, AlphaScreen, 120 min; O96028; in the data active = inhibition above about 50%
SR-BI HDL uptake: inhibitors of mouse SR-BI mediated HDL lipid uptake | inhibition, % at 12.5 µM | ldlA[mSR-BI] CHO cells, DiI-HDL uptake fluorescence, 3 h | hit rate 0.96% among 320,000 | AID 488896 | Q61009;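 active = mean replicate inhibition of at least 70% and a set share of replicates each scoring 70 or more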;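 note: 0% = median of neutral control wells and 100% = median of positive control wells; values of inactives mirror those of a sister screen read the other way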
CAL PDZ FP-2: CAL PDZ (human) peptide binding inhibition. Q9HD26. purified CAL PDZ, TMR-peptide fluorescence polarization, 1 h. inhibition, % at 24.9 µM. hit rate 0.92% among 300,000. AID 602252;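 active = mean inhibition of at least 30% with at least half of replicates also reaching 30%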;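 note: 0% = DMSO neutral control and 100% = excess unlabeled competitor peptide PRC23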
dFosB activator: mouse delta FosB homodimer activation; P13346; purified delta FosB, TAMRA-CDK5 oligo fluorescence polarization; percent of positive-control signal above neutral wells; activation, % at 25 µM; hit rate 0.99% among 340,000;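 active = mean activation above about 17%, with every replicate also reaching it, limit read from the data, passing the limit was not always enough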;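 note: fluorescence polarization rise as delta FosB binds a TAMRA Cdk5 AP-1 oligo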
Target sequence (P13346 whole entry, looked up): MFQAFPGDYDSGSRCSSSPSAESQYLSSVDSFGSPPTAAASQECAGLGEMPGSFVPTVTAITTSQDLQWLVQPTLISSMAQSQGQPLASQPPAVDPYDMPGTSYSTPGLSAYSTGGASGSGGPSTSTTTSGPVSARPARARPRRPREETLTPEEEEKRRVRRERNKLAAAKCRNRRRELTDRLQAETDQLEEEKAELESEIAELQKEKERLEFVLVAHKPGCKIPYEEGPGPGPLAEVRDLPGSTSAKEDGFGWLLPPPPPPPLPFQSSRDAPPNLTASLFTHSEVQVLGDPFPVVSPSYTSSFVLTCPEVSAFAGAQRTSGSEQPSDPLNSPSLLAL
Starred values were filed as active, the others as inactive; · = no result given. No enrichment for hits. About 4.3% of those tested had a hit in this group.

SR-BI DiI-HDL act,NSD2 inh,dFosB activator,PfHsp90 set2,MITF act,CAL PDZ FP-1,CAL PDZ FP-2,SR-BI HDL uptake,Rtt109 HAT inh,PvdQ inh,structure
-8,1,-8,5,1,-2.4,-4,8,2,-8,Fc1ccc(-n2c(Cc3ccccc3)nnc2SCc2nc(-c3cccs3)no2)cc1
15,0,4,-12,-8,-1.4,-2,-15,19,15,Cc1ncc(CSCC(=O)Nc2cc(C(F)(F)F)ccc2Cl)c(CO)c1O
12,-3,-3,26,6,-1.0,-3,-12,5,10,O=C(Cn1cc([N+](=O)[O-])ccc1=O)NC1CCCCC1
46,-2,1,7,52,-2.0,-2,-46,2,-5,CN(C)/C=N/c1ncnc2c1cnn2-c1ccc(C(F)(F)F)cn1
-10,-2,-2,21,1,-2.3,0,10,-3,-8,CC(=O)N/C(=C\c1ccccc1)C(=O)OCC(=O)NC1CCCC1
4,0,-8,-5,-10,-0.5,-2,-4,2,10,COc1ccc(C(C(=O)NC2CCCC2)N(C(=O)c2snc(C(N)=O)c2N)C2CCCC2)cc1OC (stereo unspecified)
-16,0,-3,-31,11,·,-7,16,-1,-3,N#Cc1ccc(C(=O)NC23CC4CC(CC(C4)C2)C3)cc1
-15,·,1,-30,4,0.0,1,15,6,-13,Cn1cccc1Cc1nnc(SCC(=O)N2CCCCCC2)n1-c1ccc(F)cc1
4,23,-2,-19,-5,-1.8,4,-4,-11,-10,O=C1c2ccccc2C(=O)N1CN(C(=O)COc1ccccc1)c1ccccc1
-10,0,4,12,0,-1.8,-6,10,-1,-2,C[n+]1cccc(C(=O)NNC(=O)C23CC4CC(CC(C4)C2)C3)c1
-15,·,9,19,·,-0.9,·,15,-8,-7,CCC(=O)c1cc(F)c(N2CCN(C(=O)c3ccco3)CC2)cc1C
-12,0,-5,-2,-9,-3.2,3,12,-5,-7,CCCN(CC(=O)Nc1ccccc1C)C(=O)c1ccc2c(c1)OCO2
12,-5,-4,1,8,0.4,0,-12,4,-11,Cc1ccc(S(=O)(=O)N(C)CC(=O)N(CC(C)C)C2CCS(=O)(=O)C2)cc1 (stereo unspecified)
5,2,-1,-7,14,-2.0,-1,-5,8,6,CCN=C1SC(CC(=O)NCC)C(=O)N1CC (stereo unspecified)
-2,5,1,-7,11,-2.3,-3,2,3,-9,COc1cccc(CN2C(=O)NC3(CCCCCC3)C2=O)c1
11,-5,-7,10,11,0.3,-3,-11,6,-19,Cc1ccc(S(=O)(=O)N2CCCC2)cc1C(=O)NCCN1CCOCC1
2,-1,-3,5,·,0.3,·,-2,-3,-10,Cc1cc(C(=O)N/N=C/c2cccnc2)n[nH]1
-7,2,2,12,·,-0.2,3,7,-3,0,Cc1occc1C(=O)NC1CCCCCC1
6,-3,-1,10,10,-1.0,0,-6,-4,-13,COc1ccc(C(=O)N2CCCC(C(=O)c3ccccc3OC)C2)cc1OC (stereo unspecified)
14,-1,8,5,1,-1.6,-2,-14,-7,8,O=C(CNC(=O)c1ccc(Br)cc1)Nc1ccc2c(c1)CCC2
·,0,-7,5,40,-0.6,·,23,6,9,O=C(NCCc1ccccc1)c1ccc(Cl)c(S(=O)(=O)N2CCCC2)c1
-17,0,-10,-18,1,-0.9,20,17,5,-9,O=C(NC(=S)Nc1ccc(N2CCOCC2)cc1)c1cccc([N+](=O)[O-])c1
2,·,-6,·,-3,-2.5,-6,-2,10,-4,Clc1ccccc1OCCN1CCCCC1
28,-12,-7,-11,-4,-1.6,-4,-28,-7,-10,O=C(CNC(=O)c1cccs1)Nc1ccncc1
29,1,-3,9,-3,-0.7,4,-29,·,-6,CC1=NN(c2ccccc2)C(=O)/C1=C/C=C/C=C/N(C)C
38,1,-12,12,-1,-0.9,-4,-38,8,-9,Cc1ccc(SCc2[nH]nc3c2C2(CCSCC2)C(C#N)=C(N)O3)cc1
-6,·,7,-1,-5,-2.4,·,6,5,-3,Cc1nn(-c2ccccc2)c2c1C(c1ccco1)C(C#N)=C(N)O2 (stereo unspecified)
-22,-2,-11,·,·,-1.9,-2,22,11,10,CCOC(=O)N1CCN(c2c(-c3ccc(C(C)C)cc3)c(=O)c2=O)CC1
4,4,26*,-22,-10,-1.5,-3,-4,-14,-15,O=C(COC(=O)c1cc(Br)ccc1O)NNC(=O)c1ccc(Cl)cc1
·,-2,12,4,5,-3.3,0,·,-9,3,O=C(Nc1ccccc1)C1CC(=O)n2c(nc3ccccc32)N1 (stereo unspecified)
5,·,1,5,16,-2.7,-1,-5,16,-9,Cc1[nH]c2ccccc2c1C(=O)C(=O)N1CCN(c2cccc(Cl)c2)CC1
11,-1,-6,8,-4,0.1,-4,-11,-3,6,O=C(Oc1ccc([N+](=O)[O-])cc1)c1cc(-c2ccccc2)nc2ccccc12
8,2,-7,24,-4,-1.0,-4,-8,-1,-6,COc1cc(C(c2nnnn2C2CCCC2)N2CCN(C(=O)c3ccco3)CC2)cc(OC)c1OC (stereo unspecified)
-9,0,2,-28,-3,-0.9,2,9,-6,9,CC1=C(C(=O)OC2CCCCC2)C(c2cccnc2)n2nnnc2N1 (stereo unspecified)
-17,-2,1,4,-11,-2.5,-4,17,1,0,CC(=O)NC(CC(=O)Oc1ccc(C)cc1Br)c1ccccc1 (stereo unspecified)
-2,1,-5,-24,12,-0.4,-7,2,0,-7,COc1ccc(COC(=O)C2=C(C)NC(=O)NC2c2ccc(O)c(OC)c2)cc1 (stereo unspecified)
3,1,-5,-1,3,0.6,1,-3,-11,3,O=P(c1ccccc1)(c1ccccc1)C1CCCO1 (stereo unspecified)
-44,-5,6,9,·,-1.9,0,44,-2,6,CCCC(=O)Nc1nn(CC(C)C)c2nc3cc(C)ccc3cc12
0,-2,-8,12,0,-0.1,·,0,19,9,CCOC(=O)c1ccc(NC(=O)CN2CCN(C(=O)c3ccco3)CC2)cc1
-6,-2,-8,10,5,0.2,-4,6,-2,-3,COc1ccc(-n2c(SCC(=O)N3CCCCC3)nc3ccccc3c2=O)cc1
-53,·,0,12,3,-0.4,4,52,0,-2,CCn1c(C2CC(=O)N(c3cc(C)cc(C)c3)C2)nc2ccccc21 (stereo unspecified)
28,-2,-7,35,-2,-1.8,-6,-28,7,-9,COc1ccc(OC)c(S(=O)(=O)Nc2cccc(C(C)=O)c2)c1
-17,·,-12,·,-4,-3.3,0,17,8,6,CCc1nc2ccccc2c(C(=O)NCc2ccccc2)c1C
-4,-2,-9,26,1,-2.8,-5,4,6,-14,CC(=O)Nc1c(-c2cc(=O)oc3cc(C)ccc23)oc2ccccc12
-25,·,11,9,22,-2.8,·,25,-17,-7,COc1ccccc1C(=O)Nc1ccc2c(c1)C(=O)NC2=O
5,-5,-1,1,6,0.3,4,-5,-4,-15,O=C1c2ccccc2NC(c2ccccc2O)N1O (stereo unspecified)
-2,-2,-2,-14,65,-0.7,3,2,-8,-6,CC(=O)c1ccc(OCc2cc(C(=O)N3CCOCC3)no2)cc1
39,-2,7,-11,-5,-1.3,-1,-39,-5,-5,CC1CCCC(C)N1Cc1cn2ccccc2n1 (stereo unspecified)
14,1,-3,14,-8,-1.6,12,-14,-2,-8,Cc1ccccc1NC(=O)Cn1c(C)nc2ccc(NC(=O)C3CC3)cc2c1=O
·,1,3,-7,·,-3.6,-9,·,2,-2,CN(C)C(CNC(=O)c1cccnc1Sc1ccccc1)c1ccco1 (stereo unspecified)

Four compounds out of the list, sorted by heavy-atom count, lowest first:
SR-BI DiI-HDL act,NSD2 inh,dFosB activator,PfHsp90 set2,MITF act,CAL PDZ FP-1,CAL PDZ FP-2,SR-BI HDL uptake,Rtt109 HAT inh,PvdQ inh,structure
28,-2,-7,35,-2,-1.8,-6,-28,7,-9,COc1ccc(OC)c(S(=O)(=O)Nc2cccc(C(C)=O)c2)c1
38,1,-12,12,-1,-0.9,-4,-38,8,-9,Cc1ccc(SCc2[nH]nc3c2C2(CCSCC2)C(C#N)=C(N)O3)cc1
0,-2,-8,12,0,-0.1,·,0,19,9,CCOC(=O)c1ccc(NC(=O)CN2CCN(C(=O)c3ccco3)CC2)cc1
-2,1,-5,-24,12,-0.4,-7,2,0,-7,COc1ccc(COC(=O)C2=C(C)NC(=O)NC2c2ccc(O)c(OC)c2)cc1 (stereo unspecified)

Other compounds follow.
SR-BI DiI-HDL act,NSD2 inh,dFosB activator,PfHsp90 set2,MITF act,CAL PDZ FP-1,CAL PDZ FP-2,SR-BI HDL uptake,Rtt109 HAT inh,PvdQ inh,structure
-7,0,0,48,-5,-1.6,2,7,4,-16,CCOC(=O)C(C)Sc1nnc(-c2ccccc2O)n1Cc1ccccc1 (stereo unspecified)
-19,-3,-5,19,2,-2.0,-2,19,45,9,CCN(CC)c1ccc(C(=O)OCC(=O)Nc2ccccc2-c2ccccc2)cc1
18,1,-2,9,·,-3.5,3,-18,·,6,CC(=O)Nc1nc(N2C(=O)c3ccccc3C2=O)n(-c2ccccc2)n1
·,-4,-7,16,-1,-2.9,19,·,-2,-11,CCC(C)NC(=O)C1CCN(S(=O)(=O)c2cccc3nonc23)CC1 (stereo unspecified)
-59,1,-6,-12,66,0.0,·,59,11,4,COc1ccc(N/C=C(\C#N)c2nc3ccccc3n2C)c(OC)c1
-41,-8,-3,-40,7,-1.1,-4,41,-2,-2,CCOc1ccccc1NC(=O)n1ncc2c(C)cccc21
30,-1,-6,-29,19,-3.0,-2,-30,·,1,CN(C)c1ccc(C(CC(=O)O)C(=O)O)cc1 (stereo unspecified)
8,·,4,-7,·,-0.5,·,-8,3,-5,CCN1CCN(C(=O)C2=CC(c3ccc(C)cc3)=NS(=O)(=O)N2C)CC1
-19,-10,-4,40,15,-1.6,-7,19,-5,0,Cc1c(C=O)c2ccccn2c1C(=O)c1ccc(F)cc1
-4,0,-20,0,-15,-2.2,0,4,6,-1,CN(Cc1ccc(F)cc1)C(=O)c1cccc(NS(=O)(=O)c2ccccc2)c1
15,2,-10,19,-9,-0.1,5,-15,·,-9,O=C(Nc1ccccc1)NC1CCN(Cc2ccccc2)CC1
-5,2,-7,-8,-13,-3.6,6,5,-6,-22,CN(C)C(CNC(=O)c1oc2ccccc2c1CSc1ncn[nH]1)c1ccco1 (stereo unspecified)
6,-6,-6,-10,5,·,0,-6,-2,-12,O=C(Nc1nn(Cc2ccccc2F)cc1Br)c1cccs1
5,·,-2,-42,2,-0.6,-6,-5,-15,-1,COCCNC(=O)c1c(CSc2ccc(F)cc2)noc1C(=O)NCc1ccccc1
-1,1,5,-11,1,-0.6,-2,1,2,-11,CCOC(=O)N1CCN(c2cc(=O)n(C3CCCCC3)c(=O)[nH]2)CC1
2,1,-9,-19,15,0.0,·,-2,-1,-15,Cc1ccc(S(=O)(=O)NCC(=O)OCC(=O)Nc2ccc3c(c2)OCCO3)cc1
